PAFAH1B3 inh – PAFAH1B3 (human) inhibition | Q15102 | recombinant PAFAH1B3, FP-rhodamine probe, fluorescence polarization | inhibition, % at 3.39 µM | actives 0.28% (n = 340,000) | AID 492972;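 active = inhibition above the screen-wide average of all tested compounds plus 3 SD, cut at about 25% in these data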;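 note: 0% = enzyme with DMSO only and 100% = wells lacking PAFAH1B3 protein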
PAD4 inh – inhibitors of human PAD4; Q9UM07; recombinant PAD4, RCA probe fluorescence polarization; inhibition, % at 6.36 µM; actives 0.41% (n = 330,000); AID 485272;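 active = percent inhibition above a cutoff equal to the mean of all tested compounds plus 3 SD, cut at about 15% in these data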;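 note: 0% = PAD4 with RCA probe and DMSO and 100% = probe without PAD4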
pPAFAH inh – inhibitors of human plasma PAF acetylhydrolase (pPAFAH); Q13093; recombinant pPAFAH, FP-rhodamine probe fluorescence polarization; inhibition, % at 3.39 µM; actives 1.5% (n = 330,000);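 active = inhibition above the mean inhibition across the screen plus 3 SD, cut at about 25% in these data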;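 note: inhibitors block binding of the rhodamine activity-based probe so polarization drops; 0% = enzyme with DMSO and 100% = wells lacking pPAFAH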
Target sequence (Q13093 whole entry, looked up): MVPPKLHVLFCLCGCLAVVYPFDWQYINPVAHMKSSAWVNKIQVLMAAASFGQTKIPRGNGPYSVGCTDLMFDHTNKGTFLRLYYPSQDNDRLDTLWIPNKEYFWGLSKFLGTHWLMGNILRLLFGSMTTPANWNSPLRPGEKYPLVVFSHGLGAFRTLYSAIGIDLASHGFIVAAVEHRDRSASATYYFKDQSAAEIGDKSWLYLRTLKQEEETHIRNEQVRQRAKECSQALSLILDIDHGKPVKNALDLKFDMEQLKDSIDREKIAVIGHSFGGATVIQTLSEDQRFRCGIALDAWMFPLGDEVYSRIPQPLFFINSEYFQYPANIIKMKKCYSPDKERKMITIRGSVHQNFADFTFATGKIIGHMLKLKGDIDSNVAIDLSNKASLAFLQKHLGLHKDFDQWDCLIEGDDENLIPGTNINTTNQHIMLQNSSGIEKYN
LYPLA1 counter – blocks human lysophospholipase 1, a PME1 counter-screen; recombinant LYPLA1, FP-Rh probe fluorescence polarization; actives 0.16% (n = 320,000); O75608; inhibition, % at 5.9 µM;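 active = inhibition above the mean of all tested compounds plus 3 SD, set per campaign, cut at about 14% in these data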;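 note: inhibitors block serine hydrolase probe labeling of LYPLA1 so polarization falls; 0% = enzyme with DMSO and 100% = wells lacking LYPLA1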
LYPLA2 inh – counter-screen for PME1 inhibitors: inhibitors of human LYPLA2 | inhibition, % at 5.9 µM | recombinant LYPLA2, FP-Rh probe fluorescence polarization | actives 0.38% (n = 320,000) | AID 2177 | O95372;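 active = inhibition above the screen-wide mean plus 3 SD, limit set per campaign, cut at about 26% in these data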;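 note: 0% = LYPLA2 with DMSO and 100% = wells lacking LYPLA2 enzyme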
Target sequence (O95372 whole entry, looked up): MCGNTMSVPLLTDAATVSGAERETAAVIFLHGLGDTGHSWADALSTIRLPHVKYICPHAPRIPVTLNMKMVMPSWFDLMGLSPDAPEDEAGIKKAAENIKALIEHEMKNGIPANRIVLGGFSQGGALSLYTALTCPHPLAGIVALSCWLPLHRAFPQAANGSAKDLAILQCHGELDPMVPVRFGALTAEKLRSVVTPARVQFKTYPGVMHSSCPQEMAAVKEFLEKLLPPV
PME-1 primary – blocks human protein phosphatase methylesterase 1. recombinant PME-1, FP-Rh probe fluorescence polarization. Q9Y570. AID 2130. inhibition, % at 5.9 µM. actives 0.53% (n = 320,000);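 active = inhibition above the campaign mean of all compounds plus 3 SD, cut at about 26% in these data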;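 note: competitive labeling of PME-1 active site by serine hydrolase directed probe; 0% = PME-1 with DMSO and 100% = wells lacking PME-1 enzyme; inhibitors block probe labeling so polarization falls and inhibition rises; many of its hits are not listed in these tables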
Target sequence (Q9Y570 whole entry, looked up): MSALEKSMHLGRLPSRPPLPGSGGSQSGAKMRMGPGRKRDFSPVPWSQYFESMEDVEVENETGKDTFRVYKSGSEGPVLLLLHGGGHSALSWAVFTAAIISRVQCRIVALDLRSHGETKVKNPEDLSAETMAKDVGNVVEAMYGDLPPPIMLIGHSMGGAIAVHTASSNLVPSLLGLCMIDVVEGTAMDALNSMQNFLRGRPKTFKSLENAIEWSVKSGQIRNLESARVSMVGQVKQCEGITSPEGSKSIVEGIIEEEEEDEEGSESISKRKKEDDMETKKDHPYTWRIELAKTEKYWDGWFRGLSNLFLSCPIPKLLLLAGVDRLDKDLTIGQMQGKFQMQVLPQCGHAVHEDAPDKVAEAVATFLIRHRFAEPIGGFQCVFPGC
PAFAH1B2 FP inh – blocks human PAF acetylhydrolase 1b catalytic subunit 2 | recombinant PAFAH1B2, FP-rhodamine activity probe, fluorescence polarization | inhibition, % at 3.39 µM | P68402 | actives 1.2% (n = 340,000);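 active = inhibition above the mean of all tested compounds plus 3 SD, cut at about 24% in these data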;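 note: 0% = enzyme with DMSO and 100% = wells lacking PAFAH1B2; many of its hits are not listed in these tables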
PREPL inhibitor – inhibitors of human prolyl oligopeptidase-like enzyme PREPL; Q4J6C6; recombinant PREPL, fluorescence polarization activity-based probe; inhibition, % at 5.96 µM; actives 0.68% (n = 320,000); AID 2751; in the data active = inhibition above about 43%;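 note: 0% = enzyme with DMSO and 100% = wells lacking enzyme; many of its hits are not listed in these tables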
GSTO1 counter – blocks human GSTO1 in RBBP9 counter-screen; P78417; recombinant GSTO1, activity-based probe fluorescence polarization; inhibition, % at 5.96 µM; actives 1.1% (n = 300,000); AID 1974;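 active = inhibition above the campaign mean inhibition plus 3 SD, cut at about 35% in these data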;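 note: 0% = GSTO1-1 with DMSO and 100% = wells lacking GSTO1-1 enzyme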
Numbers without * were called inactive; . = no result given. Not all compounds are listed (hit frequency here may not be typical).

SMILES | PAFAH1B3 inh | PAD4 inh | pPAFAH inh | LYPLA1 counter | LYPLA2 inh | PME-1 primary | PAFAH1B2 FP inh | PREPL inhibitor | GSTO1 counter
CN(C)c1nnnn1-c1ccc(Cl)cc1Cl | -4 | 0 | 0 | 0 | 2 | 3 | -5 | -5 | 3
OC(COC1CCCCC1)CN1CCN(c2ccccc2)CC1 (centres undefined) | -1 | 0 | 2 | 6 | 17 | -4 | 6 | 14 | 6
O=C(NCC1CCN(C(=O)c2cccc([N+](=O)[O-])c2)CC1)c1cccc([N+](=O)[O-])c1 | 2 | 1 | 1 | -2 | 9 | 0 | -3 | 7 | 2
CCOc1ccc(CN(CCO)CCO)cc1[N+](=O)[O-] | -1 | -7 | 5 | 3 | 8 | 7 | 2 | 10 | 6
CS(=O)(=O)c1ccc(Cl)c(NC(=O)COC(=O)c2ccc(F)cc2Cl)c1 | 12 | 2 | 7 | -2 | 0 | 3 | 0 | 12 | 5
O=C(CNC(=O)c1ccc(Cl)cc1)NNc1c(F)c(F)cc(F)c1F | 1 | 0 | 5 | . | . | . | 5 | 3 | .
CCOC(=O)C1CCCN(S(=O)(=O)c2ccccc2)C1 (centres undefined) | 7 | -3 | 0 | -3 | -4 | 0 | 8 | -9 | 3
Cc1c(C(=O)NNC(=S)Nc2cccc(Cl)c2)nnn1-c1ccccc1 | 8 | -3 | 23 | -4 | -2 | 0 | 5 | -1 | 6
CCC1(CC)NC(=O)N(CC(=O)OC(C)C(=O)Nc2ccc(NC(C)=O)cc2)C1=O (centres undefined) | 11 | 4 | -5 | -1 | -1 | 2 | -2 | 7 | 2
COc1ccc(-c2cc(C(=O)OCC(=O)c3ccc(C)c([N+](=O)[O-])c3)c3ccccc3n2)cc1 | 2 | -4 | 12 | 2 | 8 | -6 | 0 | 3 | 3
Cc1csc2c(N3CCN(C(=O)Nc4ccccc4)CC3)ncnc12 | 3 | -10 | 9 | 2 | 1 | -1 | 2 | 4 | -2
Cc1nnc(NC(=O)c2nn(CC(C)C)c(=O)c3ccccc23)s1 | -6 | 5 | 2 | 3 | 8 | -4 | 2 | 10 | 0
COc1cccc(CN(C)CC(O)COc2cc(Cl)ccc2Cl)c1 (centres undefined) | 7 | -4 | 2 | -2 | -2 | 1 | 1 | -29 | 3
CCn1c(CNc2ccc(C)cc2)nnc1SCC(=O)NCc1ccccc1 | 10 | -2 | 3 | 2 | 10 | 4 | 3 | 12 | 8
O=C(N/N=C/c1ccccn1)c1ccc([N+](=O)[O-])cc1 | -1 | -1 | 3 | 3 | 9 | 3 | 1 | 18 | 19

Entries shown so far with an aryl methoxy group:
SMILES | PAFAH1B3 inh | PAD4 inh | pPAFAH inh | LYPLA1 counter | LYPLA2 inh | PME-1 primary | PAFAH1B2 FP inh | PREPL inhibitor | GSTO1 counter
COc1ccc(-c2cc(C(=O)OCC(=O)c3ccc(C)c([N+](=O)[O-])c3)c3ccccc3n2)cc1 | 2 | -4 | 12 | 2 | 8 | -6 | 0 | 3 | 3
COc1cccc(CN(C)CC(O)COc2cc(Cl)ccc2Cl)c1 (centres undefined) | 7 | -4 | 2 | -2 | -2 | 1 | 1 | -29 | 3

Entries of single compounds, looked up by structure. Screens in order: PAFAH1B3 inh | PAD4 inh | pPAFAH inh | LYPLA1 counter | LYPLA2 inh | PME-1 primary | PAFAH1B2 FP inh | PREPL inhibitor | GSTO1 counter
O=C(CNC(=O)c1ccc(Cl)cc1)NNc1c(F)c(F)cc(F)c1F is listed with 1 | 0 | 5 | . | . | . | 5 | 3 | .
O=C(NCC1CCN(C(=O)c2cccc([N+](=O)[O-])c2)CC1)c1cccc([N+](=O)[O-])c1 is listed with 2 | 1 | 1 | -2 | 9 | 0 | -3 | 7 | 2
COc1ccc(-c2cc(C(=O)OCC(=O)c3ccc(C)c([N+](=O)[O-])c3)c3ccccc3n2)cc1 is listed with 2 | -4 | 12 | 2 | 8 | -6 | 0 | 3 | 3

New compounds follow.
SMILES | PAFAH1B3 inh | PAD4 inh | pPAFAH inh | LYPLA1 counter | LYPLA2 inh | PME-1 primary | PAFAH1B2 FP inh | PREPL inhibitor | GSTO1 counter
CCOc1ccc(N2CC(C(=O)OC)CC2=O)cc1 (centres undefined) | 3 | -2 | 1 | 3 | 15 | -1 | 1 | 5 | 0
CS(=O)(=O)N1CCN(C/C=C/c2ccccc2)CC1 | 6 | -2 | 5 | -3 | 2 | -1 | -1 | 5 | 2
CC(=O)Nc1ccc(-c2nn[nH]n2)cc1Cl | 12 | 0 | -3 | 0 | 3 | 3 | 2 | -4 | -1
COc1ccc(-c2nn(Cc3ccccc3)cc2C(=O)N2CCN(c3ccccn3)CC2)cc1OC | 5 | 3 | -2 | 0 | 5 | 2 | 6 | 22 | .
O=C(NCCC1=CCCCC1)C1CCN(S(=O)(=O)c2cccs2)CC1 | 2 | 1 | 1 | 1 | 0 | 28* | 14 | 9 | -2
O=C(O)C1CCCN1C(=O)OCC1c2ccccc2-c2ccccc21 (centres undefined) | 3 | -3 | 4 | 1 | 0 | 4 | 22 | -2 | 2
CCOC(=O)C1=C(COC(=O)CNS(=O)(=O)c2ccc(C)cc2)NC(=O)NC1C (centres undefined) | 4 | -3 | -1 | -2 | -2 | 0 | 3 | 5 | -1
Cc1ccc(NS(=O)(=O)c2cccc3cccnc23)c(Cl)c1 | 6 | 5 | -1 | 4 | 9 | 8 | 4 | -13 | 3
CN(C)CCCNC(=O)CC1C[C@H](C(=O)N2CCCCC2)[C@@]2(CCc3ccccc3)c3[nH]c4ccccc4c3CCN2C1=O (some centres undefined) | 4 | 2 | 7 | . | . | . | 4 | 28 | .
COc1ccc(Cl)cc1NC(=O)Cn1c(C)csc1=O | -4 | 1 | 5 | -4 | 3 | -5 | -4 | 4 | .
Cc1occc1C(=O)Nc1cccc([N+](=O)[O-])c1 | 8 | -4 | 3 | 0 | -1 | 1 | -3 | 2 | 1
CCOC(=O)C1=C(c2ccccc2)Nc2ncnn2C1c1cc(OC)cc(OC)c1OC (centres undefined) | 4 | 1 | -5 | 2 | 3 | -8 | 6 | 7 | -1
COc1cc(/C=C2/N=C(c3ccccc3)OC2=O)c(F)cc1OCc1ccccc1 | -1 | 1 | 4 | -2 | -2 | -5 | 0 | -5 | 1
O=C(N/N=C/c1cccnc1)c1ccc(NC(=O)c2ccccc2Cl)cc1 | 1 | -5 | -2 | -1 | -9 | -8 | -2 | 4 | -7
CCOC(=O)C1CCCN(C(=O)Cn2nc(C)n3c(cc4c(OC)cccc43)c2=O)C1 (centres undefined) | 3 | 0 | 6 | -1 | 0 | -3 | -2 | -7 | 1
CCOc1ncccc1C(=O)Nc1nnc(C)s1 | 6 | 1 | -4 | 3 | 10 | 1 | 7 | 14 | 8
O=C(CN1CCCCCC1)Nc1ccc([N+](=O)[O-])cc1Cl | 2 | 4 | 1 | -2 | -2 | -1 | 9 | -60 | 4
Cc1cc(N)ccc1-n1nc2ccccc2n1 | 1 | -1 | 1 | 0 | -3 | 2 | 6 | -2 | -4
COCCOCCn1cnc2ccccc21 | 6 | -4 | -2 | -3 | -5 | 1 | -1 | 12 | -11
COc1cc(OC)cc(N(C(=O)C2COc3ccccc3O2)C(C(=O)NC2CCCCC2)c2ccc(O)cc2)c1 (centres undefined) | -5 | 3 | 6 | -6 | -6 | 1 | 2 | 4 | 1
Cc1cccc(SC2CCN(C(=O)C3CCC(=O)N(C4CC4)C3)CC2)c1 (centres undefined) | 1 | 1 | 1 | 3 | 4 | 0 | 2 | 14 | 6
Brc1cc2ccccc2[n+](Cc2ccccc2)c1 | 3 | -3 | 0 | -2 | -3 | -5 | 2 | 8 | 7
COc1ccccc1NC(=O)C(=O)NNC(=O)c1ccco1 | -6 | -4 | 4 | -1 | -6 | -2 | 4 | 8 | -10
COc1ccc(CC(=O)Nc2sc3c(c2C(N)=O)CCCC3)cc1 | 2 | -2 | 12 | 2 | -1 | -1 | 5 | 4 | 4
C[C@]12c3[nH]c4ccc(Cl)cc4c3CCN1C(=O)[C@@H](CC(=O)NCCCn1ccnc1)C[C@@H]2C(=O)N1CCCCC1 | 4 | -4 | 7 | . | . | . | 2 | . | .
CCc1ccc(Nc2ncc3c(n2)CC(C)CC3=O)cc1 (centres undefined) | 0 | -1 | 7 | 3 | 3 | 6 | 4 | 1 | 2
CCOC(=O)c1ccccc1NC(=O)c1cccc([N+](=O)[O-])c1 | 7 | -3 | -1 | 0 | -7 | 2 | -1 | 2 | 3
O=C(CSc1nnc(CNC(=O)c2ccccc2)o1)NCc1ccco1 | 9 | 2 | 5 | 3 | -1 | 1 | 2 | 2 | -4
CCCOC(=O)C1C2C=CC3(CN(c4cccc(Cl)c4)C(=O)C13)O2 (centres undefined) | 6 | 0 | 3 | 0 | -1 | -5 | 4 | -6 | 3
CCC(CC)C(=O)Nc1cccc(C(=O)NC(C)(C)C)c1 | 3 | 3 | 2 | -4 | 1 | -3 | 3 | -8 | 1
CCOc1cc(C)c(S(=O)(=O)Nc2ccc(Cl)cn2)cc1C | 0 | -4 | 0 | -1 | 5 | 5 | -4 | 0 | -1
COc1ccc(NC(=O)c2nc[nH]c2C(=O)N[C@@H](C)c2ccccc2)cc1 | 6 | 1 | 9 | -2 | -5 | 4 | -8 | 9 | -1
O=C(CSc1nc2ccccc2c(=O)n1-c1ccccc1)c1c[nH]c2ccccc12 | -12 | -11 | -7 | -8 | -18 | -14 | -11 | 9 | -14
Cc1cc(OCC(=O)NCC(c2ccc(F)cc2)N2CCOCC2)ccc1Cl (centres undefined) | 2 | 4 | -3 | 2 | 3 | -3 | 4 | 18 | .
O=C1Nc2ccccc2C(O)(C(=O)NCc2ccc3c(c2)OCO3)N1c1ccccc1 (centres undefined) | 4 | -4 | 2 | -5 | 4 | 0 | 7 | -7 | 5
CCc1ccccc1NC(=O)CN1CCN(C(=O)CNC(=O)c2ccccc2F)CC1 | 11 | 2 | 2 | -2 | -1 | 0 | 1 | 0 | .
O=c1c(C(c2c(O)nc3n(c2=O)CCS3)c2cccc3ccccc23)c(O)nc2n1CCS2 | -3 | 2 | -5 | -1 | -4 | -4 | 3 | 3 | 2
CC1CCCCN1C(=O)c1cc(-c2ccc3c(c2)OCO3)on1 (centres undefined) | 0 | 1 | -2 | -4 | -5 | 0 | -2 | -11 | -1
CC(C)NC(=O)CSCc1ccccc1Cl | 9 | -3 | -6 | -1 | 0 | 2 | 3 | 8 | 0
Cc1ccc(N2C(=O)C3C4C=CC(C4)C3C2=O)cc1C (centres undefined) | 8 | -2 | 1 | 4 | 7 | -7 | 1 | 15 | 1
O=S(=O)(c1ccc(F)cc1)c1nc(-c2ccccc2F)oc1N1CCCCC1 | 9 | -3 | 7 | -4 | -5 | 3 | 6 | 6 | 3
CC1CCN(CCOCCOc2ccc(Cl)cc2Br)CC1 | 1 | 1 | -2 | 0 | -1 | -2 | 6 | 19 | 3
COc1ccccc1-c1c(C)oc2cc(OCC(=O)OCc3ccccc3)ccc2c1=O | 3 | 8 | 7 | 0 | 8 | 7 | 5 | 4 | 8
O=C(O)c1cc(-c2ccc(-c3c(-c4ccc5c(c4)OCO5)noc3-c3ccsc3)cc2)nc2ccccc12 | 1 | 0 | -1 | -9 | -9 | -6 | 5 | 3 | -2
OCC[C@@H]1C[C@@H](O)[C@H](O)[C@@]2(CCCO2)O1 | 3 | -2 | 1 | 3 | 4 | 6 | 3 | 6 | 5

Compound activity as filed in PubChem BioAssay.
